# Source: PubChem (National Center for Advancing Translational Sciences (NCATS))
# CBFb RUNX1 block – qHTS Assay for Compounds Blocking the Interaction Between CBF-beta and RUNX1 for the Treatment of Acute Myeloid Leukemia. AID 1477, 2009. AlphaScreen CBFb-His/RUNX1-biotin binding, biochemical. Runt-related transcription factor 1 (Homo sapiens) + Core-binding factor subunit beta …. 230,000 tested, under 10 active. Potency, µM (highest dose often 59.8 µM), without a hit: top-dose activity, negative = inhibition, actives largely listed as inhibitors; also: % of control where 0% means no effect
#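 Interaction loss through any mechanism counts as activity. Pre-formed complex of His-CBF-beta and biotin-RUNX1 (30 nM apiece) is incubated with compound 15 min, then with 50 ng nickel and 50 ng streptavidin beads for 90 min before AlphaScreen detection.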
# Tau FP inhib – qHTS for Inhibitors of Tau Fibril Formation, Fluorescence Polarization; hit rate 0.39% among 280,000; K18 P301L tau heparin fibrillization, Alexa594 FP, 6 h; Potency, µM (doses to about 57.7 µM), inactives show at the top dose activity, negative = inhibition, most hits filed as inhibitors; also: potency is read from the fitted curve at half-maximal effect; % is scaled to controls: 0 for no effect and ±100 for the full control effect; nearly all actives have a fitted effect of over 55% in size
# Target sequence (P10636 561-689 P618L limits assumed): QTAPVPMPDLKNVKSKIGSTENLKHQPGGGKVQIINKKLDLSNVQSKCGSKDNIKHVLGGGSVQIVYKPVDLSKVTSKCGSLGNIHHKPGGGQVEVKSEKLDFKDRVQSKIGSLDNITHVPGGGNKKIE
#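 Quantitative HTS format: compounds meet 15 uM recombinant K18 P301L tau and Alexa 594-tau tracer in 100 mM sodium acetate pH 7; 20 uM heparin triggers fibrillization at 37 C over 6 hr; FP gives the signal.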
# Epigenetic derep – Quantitative High-Throughput Screen for Regulators of Epigenetic Control; murine LDR cells, GFP reporter derepression, 30 h; hit rate 0.2% among 280,000; AID 1865, 2009; Potency, µM (doses to about 53.9 µM), for the others: at the highest dose GFP activation, hits mostly activators; also: potency is read from the fitted curve at half-maximal effect; % of control where 0% means no effect; nearly all actives have a fitted effect of over 60% in size
#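 Murine LDR cells bearing a silenced CMV-driven GFP reporter were exposed to compound for 30 h at 37 C. After PBS washes, GFP-positive cells (20-120 um objects) counted by laser-scanning microplate cytometry.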
# NPSR antagonist – qHTS Assay for Antagonists of the Neuropeptide S Receptor: cAMP Signal Transduction; Q6W5P4; CHO-NPSR cells, cAMP TR-FRET, antagonist mode; Potency, µM (series often up to 38.3 µM), inactives show top-dose activity change, negative = inhibition, usual class: inhibitors; hit rate 1% among 220,000; AID 1461, 2008; also: potency is read from the fitted curve at half-maximal effect; % is scaled to controls: 0 for no effect and ±100 for the full control effect; nearly all actives have a fitted effect of over 50% in size; many of its hits are not listed in these tables
# Target sequence (Q6W5P4 whole entry, looked up): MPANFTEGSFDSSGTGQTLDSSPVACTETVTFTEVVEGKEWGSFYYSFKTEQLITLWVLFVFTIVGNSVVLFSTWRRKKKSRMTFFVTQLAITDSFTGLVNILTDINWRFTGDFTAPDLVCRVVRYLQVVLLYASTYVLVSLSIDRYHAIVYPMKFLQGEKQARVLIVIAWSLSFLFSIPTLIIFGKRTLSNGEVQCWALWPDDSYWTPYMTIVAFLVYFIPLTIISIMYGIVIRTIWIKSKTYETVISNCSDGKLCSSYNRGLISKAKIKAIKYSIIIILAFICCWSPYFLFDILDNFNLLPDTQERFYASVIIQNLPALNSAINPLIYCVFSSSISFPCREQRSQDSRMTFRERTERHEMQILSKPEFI
# Tau fluor cs – Counterscreen qHTS for Inhibitors of Tau Fibril Formation, Fluorescence Polarization; tau K18 P301L (four-repeat tau fragment) Alexa594 fluorescence, heparin fibrillization; Potency, µM (highest dose often 57.7 µM), inactives show at the highest dose activity change, negative = decrease; hit rate 0.93% among 280,000; also: potency is read from the fitted curve at half-maximal effect; % is scaled to controls: 0 for no effect and ±100 for the full control effect; nearly all actives have a fitted effect of over 55% in size
#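 Human K18 P301L tau (15 uM unlabeled plus 0.24 uM Alexa 594-labeled, final) in 100 mM sodium acetate pH 7 was mixed with compound and 20 uM heparin and incubated 6 hr at 37 C.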
# TRb SRC2 PPI – qHTS for Inhibitors of the Interaction of Thyroid Hormone Receptor and Steroid Receptor Coregulator 2; TRbeta-SRC2 peptide binding, fluorescence polarization; receptor liganded with 1 µM T3; Potency, µM (series often up to 106 µM), for the others: at the highest dose activity change, negative = inhibition, hits mostly inhibitors; hit rate 0.065% among 280,000;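 also: potency is read from the fitted curve at half-maximal effect; plate controls were bound peptide for no effect and peptide without receptor for full effect; nearly all actives have a fitted effect of over 50% in size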
#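 Human TRb ligand-binding domain (0.6 uM) is mixed with 20 nM Texas Red SRC2 peptide and 1 uM T3; after compound addition and 5 hr at ambient temperature, polarization is measured and normalized to unbound and bound controls.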
# GLA spleen mod – qHTS Assay for Inhibitors and Activators of Human alpha-Galactosidase From Spleen Homogenate; hit rate 0.008% among 240,000; Alpha-galactosidase A (Homo sapiens), P06280; Potency, µM (series often up to 80 µM), for the others: top-dose activity change, negative = inhibition, hits mostly inhibitors; human spleen homogenate, 4MU-alpha-Gal fluorescence, 40 min;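 also: potency is read from the fitted curve at half-maximal effect; 0% = enzyme with vehicle and -100% = no enzyme basal signal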
# Target sequence (P06280 32-429 limits assumed): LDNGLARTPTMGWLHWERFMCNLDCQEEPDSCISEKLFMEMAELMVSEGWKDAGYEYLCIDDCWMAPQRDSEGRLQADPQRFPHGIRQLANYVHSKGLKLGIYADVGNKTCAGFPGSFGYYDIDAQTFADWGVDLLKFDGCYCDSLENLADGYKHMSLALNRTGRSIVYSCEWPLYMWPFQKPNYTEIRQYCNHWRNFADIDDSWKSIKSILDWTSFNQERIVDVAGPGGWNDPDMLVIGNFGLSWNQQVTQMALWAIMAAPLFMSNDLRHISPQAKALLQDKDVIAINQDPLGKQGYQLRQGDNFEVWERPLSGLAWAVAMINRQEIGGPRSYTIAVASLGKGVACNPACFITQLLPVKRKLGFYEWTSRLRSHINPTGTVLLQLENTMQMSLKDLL
#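 qHTS titration in buffer at pH 5.0. Alpha-galactosidase activity in spleen homogenate was measured via 4-methylumbelliferone release from 1 mM fluorogenic substrate after 40 min at 37C and a pH 10 stop. AC50 came from Hill fits of control-normalized data.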
# TR SRC2 fluor cs – Total Fluorescence Counterscreen for Inhibitors of the Interaction of Thyroid Hormone Receptor and Steroid Receptor Coregulator 2; hit rate 0.29% among 280,000; Potency, µM (series often up to 106 µM), inactives show top-dose fluorescence change, negative = quenching; TRb/SRC2 Texas Red total fluorescence interference; active = well fitted curve in either direction with a large enough effect; inconclusive = small, poorly fitted or top-dose-only effect; also: potency is read from the fitted curve at half-maximal effect; % is scaled to controls: 0 for no effect and ±100 for the full control effect
#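 Human TRβ ligand-binding domain (0.6 uM) and Texas Red SRC2 peptide (20 nM) in Tris buffer with 1 uM T3 and 5% DMSO were incubated with pinned compound for 5 hr at ambient temperature. Total fluorescence was computed as S + 2P (555/632 nm).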
# The depositor's hits bear a star; ? = inconclusive; · = no result given; & = joins results of further samples; [ ] = dose if it differs, or a comment. Unless noted, calls follow the shape of the dose curve; as a rule, active = well fitted curve in the direction sought with a large enough effect; inconclusive = small, poorly fitted or top-dose-only effect, or another doubt; inactive = no such curve, though single readings can be large; an effect the other way counts as inactive or inconclusive. A portion of the library; rates above refer to the full screens.
SMILES,CBFb RUNX1 block,Tau FP inhib,Epigenetic derep,NPSR antagonist,Tau fluor cs,TRb SRC2 PPI,GLA spleen mod,TR SRC2 fluor cs
O=C(CSc1ccccn1)c1ccc2c(c1)OCO2,6%,2%,1.3%,-3%[46.1 µM],2%,-1%,4%,-1%
O=C(C1CC1)N1CCc2cc(Br)cc(S(=O)(=O)NCC3COc4ccccc4O3)c21 (stereo not given),2%,6%,-1.0%,-14%[46.1 µM],-17%,7%,2%,-3%
CSc1nc2c([nH]c3ccccc32)c(=O)n1-c1ccc(F)cc1,·,-3%,1.4%,·,-9%,4%,·,4%
CCc1nn2c(NCCOC)cc(C)nc2c1-c1ccc(F)cc1,15%,?,1.1%,-42%,-21%,7%,-6%,-5%
O=C1N/C(=N\N=C\c2cccs2)SC1Cc1cccc(Cl)c1Cl (stereo not given),-4%,-8%,0.0%,-20%[46.1 µM],-8%,-1%,7%,-3%
Cc1ccc(CSCc2ccc(C(=O)NCCc3ccc(Cl)cc3)o2)cc1,·,?,-0.8%,·,-9%,-3%,·,0%
CCOc1ccc(-c2c(C)nn3c(C)c(C(=O)NCc4ccc(Cl)cc4)cnc23)cc1OCC,·,2%,4.4%,·,-16%,-11%,·,251µM*[quencher]
CCOC(=O)C1=C(CSc2nc(-c3ccccc3)ccc2C#N)OC(N)=C(C#N)C1c1ccccc1 (stereo not given),7%,-8%,4.4%,?,?,2%,10%,0%
COc1ccccc1C1CCN(C(=O)c2cnn(-c3ccccc3)c2C)CC1,-4%,0%,-0.3%,?,-11%,3%,-6%,2%
CCOC(=O)CNc1nc2ccccc2n2c(C)nnc12,2%,-4%&-14%,?,13%,5%&-15%,-13%&-7%,-13%,-1%&3%
COc1ccc(NS(=O)(=O)c2ccc(O)c(C(=O)OCC(=O)NC(C)C3CC4CCC3C4)c2)cc1 (stereo not given),-7%,1%,-1.4%,-33%,-15%,0%,-5%,-2%
COC(=O)c1ccc(Cn2c(C)cc(C)[n+]2C)o1,8%,2%,-2.0%,-2%[46.1 µM],4%,-13%,-12%,1%
O=C(Nc1ccccc1)Nc1ccc(Cl)c(S(=O)(=O)N2CCOCC2)c1,-4%,?,3.0%,-15%,?,4%,6%,0%
Cc1cc(N2CCCC(C(=O)Nc3cccc4ccccc34)C2)n2ncnc2n1 (stereo not given),-8%,8%,1.3%,7%,-17%,0%,-7%,1%
N#Cc1ccccc1Sc1ccccc1C(=O)OCC(=O)N1CCN(C(=O)c2ccco2)CC1,-9%,0%,-1.1%,-8%[46.1 µM],3%,-6%,3%,-1%
Fc1ccc(CN(C2=NCCN2)c2c(Cl)cccc2Cl)cc1,1%,2%,2.4%,-8%[46.1 µM],-3%,-1%,2%,-1%
O=C(COC(=O)c1cccc(S(=O)(=O)N2CCc3ccccc32)c1)Nc1ncc(Cl)cc1Cl,3%,2%,-1.3%,-6%,-25%,2%[53 µM],-2%,-1%[53 µM]
O=C(Nc1nccs1)C12CC3CC(C1)CC(C(=O)Nc1nccs1)(C3)C2,-13%,-1%,1.9%,-9%[46.1 µM],-10%,-18%,1%,3%
O=S(=O)(c1ccc(F)cc1)N1CC=C(c2ccccc2)CC1,7%,-6%,-1.4%,-1%[7.67 µM],-24%,3%,7%,-2%
O=C(O)c1ccc(C(=O)Nc2cccc(NC(=O)C3CCCO3)c2)cc1 (stereo not given),-2%,7%,-0.2%,1%[46.1 µM],-8%,-2%,-4%,3%

# Part of the list above, with values under each structure.
# Results follow in this order: CBFb RUNX1 block, Tau FP inhib, Epigenetic derep, NPSR antagonist, Tau fluor cs, TRb SRC2 PPI, GLA spleen mod, TR SRC2 fluor cs
CCOC(=O)CNc1nc2ccccc2n2c(C)nnc12
    2%, -4%&-14%, ?, 13%, 5%&-15%, -13%&-7%, -13%, -1%&3%
COc1ccc(NS(=O)(=O)c2ccc(O)c(C(=O)OCC(=O)NC(C)C3CC4CCC3C4)c2)cc1 (stereo not given)
    -7%, 1%, -1.4%, -33%, -15%, 0%, -5%, -2%

# Next entries follow.
SMILES,CBFb RUNX1 block,Tau FP inhib,Epigenetic derep,NPSR antagonist,Tau fluor cs,TRb SRC2 PPI,GLA spleen mod,TR SRC2 fluor cs
CN(Cc1ccccc1)c1nc(CN2CCOCC2)nc2scc(-c3ccccc3)c12,-23%,10%,2.6%,-33%,2%,-1%,3%,-2%
CCCCCCNC(=O)N1C/C=C\C(c2ccc(OC)cc2)N(Cc2ccc(F)cc2)C(=O)C1 (stereo not given),19%&13%,9%,-1.9%,-31%,-4%,1%&-6%,1%&-5%,-3%&0%
COc1ccc(NC(=S)N2CCCCCC2)cc1OC,2%,-5%,-0.4%,13%,-8%,1%,-1%,-3%
Cn1c(=O)oc2cc(S(=O)(=O)N3CCC(C(=O)N4CCN(c5ccc(Cl)cc5)CC4)CC3)ccc21,·,0%,-0.6%,·,-18%,-4%,·,-1%
C/C(CC(=O)NCc1ccc(Cl)cc1)=N\NC(=O)c1ccccc1F,-1%,-9%,0.8%,7%,-6%,-12%,-20%,0%
O=c1c2cc(NC(=S)NCc3cccnc3)ccc2nc2n1CCCCC2,4%,-5%,-1.3%,15%,-7%,-7%,0%,-1%
CCc1ccc(NC(=O)CSc2nc(=O)n(Cc3cccnc3)c3c2CCC3)cc1,·,0%,-0.1%,·,-8%,1%,·,1%
Cc1ccc(CN2CCSc3ccc(C(=O)NCc4ccc(OC(C)C)cc4)cc32)cc1,·,5%,1.4%,·,?,-3%,·,-9%
O=C(O)CCc1ccc(-c2cccs2)n1NC(=O)c1ccc(O)cc1,-5%,-2%,-1.1%,-9%[46.1 µM],0%,0%,3%,-3%
CN1C(=O)C2(NC(=O)c3ccccc3N2C)c2ccccc21 (stereo not given),9%,-1%,1.1%,11%,-2%,-1%,5%,-1%
CCCc1nn(C)c(C(=O)Nc2cccc(CC)c2)c1Cl,26%,4%,-1.0%,-13%,-9%,-3%,-3%,2%
Cc1cc(NC(=O)Nc2cccc3ccccc23)no1,-4%&7%,-3%&-8%,?,-3%[46.1 µM],-21%&-29%,5%&0%,6%&9%,-1%&3%
CC(=O)Nc1ccccc1OCc1nnc(-c2cccs2)o1,8%,7%,0.0%,3%[46.1 µM],1%,4%,2%,-1%
Cc1nnc(SCC(=O)Nc2ccccc2NC(=O)CSc2nnc(C)s2)s1,2%,-2%,-0.7%,1%[46.1 µM],-2%,-1%,5%,0%
CCOc1ccc(NC(=O)CSCc2cnn(-c3ccccc3)c2-n2cccc2)cc1,-1%,15%,-1.0%,-15%[46.1 µM],?,-7%,-16%,-2%
O=C(Cn1c(-c2ccccc2)noc1=O)NCc1ccccc1,2%,6%,-4.7%,-4%[46.1 µM],1%,-4%,6%,-2%
Cc1cc(C)n(C(=O)CSc2nnc(SCC(=O)n3nc(C)cc3C)s2)n1,15%,1%,-2.8%,-1%[46.1 µM],6%,-13%,4%,-3%
COc1cc(NC(=O)CS(=O)(=O)c2ccc(C)cc2)cc(OC)c1OC,4%,5%,-1.4%,-24%[46.1 µM],1%,-1%,0%,-7%
COc1cc(Cl)c(C)cc1NC(=O)Cn1cc(S(=O)(=O)N2CCC(C)CC2)c2ccccc2c1=O,·,-13%,7.0%,·,-10%,1%,·,-3%
CCc1ccc(-c2cc(C(F)(F)F)n3nc(C(=O)Nc4c(C)nn(Cc5ccccc5C)c4C)cc3n2)s1,9%,5%,-2.4%,-15%[46.1 µM],-7%,-13%,3%,2%
Cc1ccc(-n2nc3c(=O)n(CCCC(=O)NCc4ccccc4F)nc(C)c3c2C)cc1,·,8%,-0.7%,·,11%,1%,·,0%
CCOc1ccc(N=C(/C(C(=O)C(=O)N2CCOCC2)=C(\O)c2ccccc2)c2ccccc2)cc1,1%,12%,-6.1%,2%,5%,-2%,0%,1%
Cc1ccc(C(=O)N2CCN(C(=O)c3ccco3)CC2)cc1NC(=O)c1ccco1,6%,-3%,-0.3%,11%,-2%,3%,-9%,-6%
CN(C)/C=C/C(=O)/C=C/c1cn(-c2ncc(C(F)(F)F)cc2Cl)c2ccccc12,10%,1%,-7.1%,?,-17%,1%,2%,1%
CN1CCN(c2oc(/C=C/c3ccc(F)cc3)nc2C#N)CC1,·,5%,-3.8%,·,-15%,-6%,·,-2%
COC(=O)c1ccc(C(=O)Nc2cc(Cl)ccc2Cl)cc1NC(=O)c1ccccc1C,0%,-8%,-3.4%,-5%[46.1 µM],-9%,5%,-6%,-4%
O=C(CSc1ncnc2scc(-c3ccc(Cl)cc3)c12)NCc1ccc2c(c1)OCO2,2%,6%,4.2%,-27%,-10%,2%,5%,-1%
O=C(O)c1ccccc1C(=O)c1ccc(Cl)cc1,-6%,-5%,0.4%,-1%,-14%,4%,-5%,-2%
CCCCN(C)CC(O)Cn1cc(/C=C/C(=O)c2ccc(OC)c(OC)c2)c2ccccc21 (stereo not given),·,2%,3.2%,·,?,3%,·,-8%
CCc1cc(CN2CCOCC2)c(NC(=O)c2ccccc2)s1,28%,9%,0.9%,-28%,-12%,2%,-10%,1%
CN(c1ccccc1)S(=O)(=O)c1cccc(NC(=O)c2ccncc2)c1,1%,-9%,-0.3%,-7%,-23%,-5%,-4%,-2%
Cc1ccc(C2C=NN(c3ccccc3)C2=O)cc1 (stereo not given),-1%,9%,0.0%,9%,-5%,0%,1%,-7%
COc1ccccc1CC(=O)Nc1cc2oc3ccccc3c2cc1OC,8%,-16%,-1.1%,?,?,1%,2%,-3%
Clc1ccc(-c2nn3c(-c4ccncc4)nnc3s2)c(Cl)c1,15%,-12%,-2.8%,3%[46.1 µM],-9%,-1%,1%,0%
CCOC(=O)COn1c(=O)c[n+]([O-])c2ccccc21,2%,-3%,?,-12%[46.1 µM],1%,-3%,2%,-3%
